IDE cell inh – human IDE inhibitors in live cells, primary screen, fluorescence polarization, HEK cells, FAbetaB substrate. actives 0.41% (n = 320,000). FAbetaB cleavage. inhibition, % at 5.59 µM. Insulin-degrading enzyme (Homo sapiens), P14735;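 active means percent inhibition above the average of all tested compounds plus 3 SD, set per screening campaign, cut at about 16% in these data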;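 further: IDE supplied by intact live HEK cells; FP after avidin binding of uncleaved biotin substrate so inhibition keeps polarization high; 0% = DMSO wells and 100% = 60 µM reference IDE inhibitor Ii1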
CHRM4 antagonist – human M4 muscarinic receptor antagonists, primary screen, CHO cells, Fluo-8 calcium fluorescence. Muscarinic acetylcholine receptor M4 (Homo sapiens), P08173. CHO-hM4 cells, ACh EC80. inhibition, % at 3 µM. actives 0.73% (n = 360,000);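 active means inhibition above its plate's cutoff, the mean inhibition of sample wells plus 3 SD, cut at about 27% in these data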;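 further: 0% = acetylcholine EC80 with DMSO and 100% = DMSO without agonist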
Target sequence (P08173 whole entry, looked up): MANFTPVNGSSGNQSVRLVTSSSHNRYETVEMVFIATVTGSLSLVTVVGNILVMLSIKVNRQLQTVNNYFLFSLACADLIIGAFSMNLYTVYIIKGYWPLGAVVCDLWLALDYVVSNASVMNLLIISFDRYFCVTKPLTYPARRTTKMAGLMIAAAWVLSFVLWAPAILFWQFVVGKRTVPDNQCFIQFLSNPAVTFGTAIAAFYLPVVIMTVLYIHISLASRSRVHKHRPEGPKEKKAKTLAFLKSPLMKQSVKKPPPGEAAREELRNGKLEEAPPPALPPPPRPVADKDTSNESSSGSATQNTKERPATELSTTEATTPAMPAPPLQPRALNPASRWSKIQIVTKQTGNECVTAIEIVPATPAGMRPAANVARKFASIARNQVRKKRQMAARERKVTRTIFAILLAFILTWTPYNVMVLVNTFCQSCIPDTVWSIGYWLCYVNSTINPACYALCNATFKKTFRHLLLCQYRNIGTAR
M5 PAM – human M5 muscarinic receptor positive allosteric modulators, primary screen, CHO-K1 cells, Fluo-8 calcium fluorescence; Muscarinic acetylcholine receptor M5 (Homo sapiens), P08912; CHO-K1 hM5, ACh EC20 PAM; 0% = ACh EC20, 100% = ACh EC100; activation, % at 3 µM; actives 0.3% (n = 360,000);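 active means activation above the run cutoff, the mean activation of all test compounds plus 3 SD, cut at about 18% in these data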
Target sequence (P08912 whole entry, looked up): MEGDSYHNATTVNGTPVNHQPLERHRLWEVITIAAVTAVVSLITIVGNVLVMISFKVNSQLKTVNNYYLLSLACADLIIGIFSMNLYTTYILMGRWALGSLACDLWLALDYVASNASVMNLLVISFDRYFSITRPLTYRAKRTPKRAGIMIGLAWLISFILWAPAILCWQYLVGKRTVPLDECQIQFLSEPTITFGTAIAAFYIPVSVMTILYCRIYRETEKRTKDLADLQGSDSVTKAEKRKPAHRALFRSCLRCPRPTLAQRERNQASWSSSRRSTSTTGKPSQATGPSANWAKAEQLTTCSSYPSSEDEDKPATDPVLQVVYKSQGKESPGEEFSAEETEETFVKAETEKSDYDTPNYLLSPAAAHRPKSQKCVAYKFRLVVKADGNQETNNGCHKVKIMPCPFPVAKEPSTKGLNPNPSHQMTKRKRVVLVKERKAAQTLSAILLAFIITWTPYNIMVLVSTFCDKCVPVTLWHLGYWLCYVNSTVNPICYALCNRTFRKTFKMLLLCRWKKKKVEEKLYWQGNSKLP
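System: CHO-K1 hM5 cells. Reagent: acetylcholine, EC20 level. Compound dosing: single dose, 3 µM nominal final test concentration. Timing: Post-acetylcholine fluorescence recording 140 s. Detection: Fluo-8 calcium fluorescence. Read-out: % activation, ACh-normalized. Benchmarks: ACh EC20 and EC100 wells. Repeats: singlicate, one well per test compound.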
CHRM5 antagonist – human M5 muscarinic receptor antagonists, primary screen, CHO cells, Fluo-8 calcium fluorescence | inhibition, % at 3 µM | actives 0.59% (n = 360,000) | CHO-hM5 cells, ACh EC80 | Muscarinic acetylcholine receptor M5 (Homo sapiens), P08912;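 active means inhibition above a per-plate cutoff, the mean of that plate's test compounds plus 3 SD, cut at about 27% in these data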;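 further: 0% = acetylcholine EC80 with DMSO and 100% = DMSO without agonist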
M5 ag – human M5 muscarinic receptor agonists, primary screen, CHO-K1 cells, Fluo-8 calcium fluorescence; CHO-K1 hM5 cells; 0% DMSO wells, 100% maximal acetylcholine response; activation, % at 3 µM; actives 0.19% (n = 360,000); Muscarinic acetylcholine receptor M5 (Homo sapiens), P08912;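 active means activation above the run's mean over test compounds plus 3 SD, cut at about 23% in these data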;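 further: signal is peak over basal fluorescence ratio across the kinetic read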
CHRM4 PAM – human M4 muscarinic receptor positive allosteric modulators, primary screen, CHO-K1 cells, Fluo-8 calcium fluorescence; actives 0.4% (n = 360,000); Muscarinic acetylcholine receptor M4 (Homo sapiens), P08173; activation, % at 3 µM; CHO-K1 hM4/Gqi5, ACh EC20; 0% = ACh EC20, 100% = maximal ACh;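 active means activation above its plate's cutoff, the mean activation of sample wells plus 3 SD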; further: some results filed as inactive read as strong as hits
CRFBP-R2 agonist – agonists of CRF-BP/CRF-R2 complex, primary screen, cell-based, HEK293, calcium dye fluorescence, uHTS; actives 0.46% (n = 350,000); calcium dye fluorescence (FLIPR); percent of saturating CRF peptide response; CRF-binding protein / CRF receptor 2 complex (human); activation, % at 13.2 µM;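 active means activation of at least 50%, plus an integration ratio under a set limit after plate pattern correction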;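 further: plate controls were neutral control wells without compound for no effect and CRF at EC100 for full effect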
CRFBP-R2 block – antagonists of CRF-BP/CRF-R2 complex, primary screen, cell-based, HEK293, calcium dye fluorescence, uHTS; CRF-induced calcium fluorescence; actives 0.59% (n = 350,000); AID 588475, 2011; inhibition, % at 11.8 µM;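 active means inhibition of the ligand-induced calcium signal above about 50% at the single tested concentration, limit read from the data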
M4 ag – human M4 muscarinic receptor agonists, primary screen, CHO-K1 cells, Fluo-8 calcium fluorescence; Muscarinic acetylcholine receptor M4 (Homo sapiens), P08173; CHO-K1 hM4/Gqi5; vehicle 0%, full acetylcholine response 100%; activation, % at 3 µM; actives 0.14% (n = 360,000); AID 624127, 2012;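 active means activation above the run mean over all test wells plus 3 SD, cut at about 32% in these data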;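 further: peak over basal fluorescence ratio per well then scaled between controls; 0% = DMSO wells and 100% = acetylcholine at EC100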
Numbers without * were called inactive.

`Cc1ccc(CNC(=O)C2CCC(=O)N(CCCN3CCOCC3)C2)cc1` (configuration not stated) gave IDE cell inh 3.1, CHRM4 antagonist -10.8, M5 PAM -10.3, CHRM5 antagonist 14.6, M5 ag -3.7, CHRM4 PAM 1.0, CRFBP-R2 agonist 3.7, CRFBP-R2 block -2.2 and M4 ag 0.7.
`O=C(N/N=C/c1ccc2c(c1)OCO2)c1ccc(NS(=O)(=O)c2cccs2)cc1` gave IDE cell inh 1.1, CHRM4 antagonist -5.1, M5 PAM -2.9, CHRM5 antagonist 7.9, M5 ag -2.7, CHRM4 PAM 9.6, CRFBP-R2 agonist -0.1, CRFBP-R2 block -7.6 and M4 ag 1.9.
Screening NC(=O)C1CC12c1ccccc1-c1ccccc12 (configuration not stated) returned IDE cell inh 6.2, CHRM4 antagonist 1.0, M5 PAM 4.6, CHRM5 antagonist -2.7, M5 ag 0.6, CHRM4 PAM -1.7, CRFBP-R2 agonist -1.2, CRFBP-R2 block 7.5 and M4 ag 1.6.
`Cc1c(NC(=O)C(C)OC(=O)CC2CC3CCC2C3)c(=O)n(-c2ccccc2)n1C` (configuration not stated) gave IDE cell inh 1.1, CHRM4 antagonist -1.2, M5 PAM 7.6, CHRM5 antagonist 5.1, M5 ag -1.1, CHRM4 PAM 3.2, CRFBP-R2 agonist -0.4, CRFBP-R2 block 2.5 and M4 ag 0.6.
Screening OCC1(Cc2ccccc2C(F)(F)F)CCN(Cc2ccncc2)CC1 returned IDE cell inh -1.3, CHRM4 antagonist -2.9, M5 PAM -1.8, CHRM5 antagonist 12.0, M5 ag -13.7, CHRM4 PAM -10.9, CRFBP-R2 agonist 0.9, CRFBP-R2 block 7.0 and M4 ag 0.7.
Screening Cc1ccc(S(=O)(=O)Nc2ccccc2F)cc1C(=O)NCCCN1CCCC1=O returned IDE cell inh -2.1, CHRM4 antagonist -6.5, M5 PAM -3.5, CHRM5 antagonist -0.5, M5 ag -2.2, CHRM4 PAM 1.1, CRFBP-R2 agonist 0.7, CRFBP-R2 block 28.0 and M4 ag -0.1.
For CCCC[C@@H]1CNC(=O)C(=O)N1CCc1cc(C(F)(F)F)cc(C(F)(F)F)c1 the results were IDE cell inh -2.5, CHRM4 antagonist -1.8, M5 PAM 8.0, CHRM5 antagonist -0.2, M5 ag 2.8, CHRM4 PAM 10.2, CRFBP-R2 agonist 0.8, CRFBP-R2 block -8.8 and M4 ag -0.4.
`O=C(Nc1ccc(F)cc1)c1ccc2nc[nH]c2c1` gave IDE cell inh 9.2, CHRM4 antagonist -6.5, M5 PAM -3.6, CHRM5 antagonist 2.0, M5 ag 0.5, CHRM4 PAM 6.0, CRFBP-R2 agonist -1.4, CRFBP-R2 block 12.0 and M4 ag 1.5.
CSC1=NCCCN1C(=O)c1c(-c2ccccc2Cl)noc1C was read as IDE cell inh 3.1, CHRM4 antagonist -2.9, M5 PAM 12.4, CHRM5 antagonist -8.3, M5 ag 5.5, CHRM4 PAM 9.5, CRFBP-R2 agonist -1.2, CRFBP-R2 block -1.9 and M4 ag 0.8.
C=CCn1c(=O)n(C(=O)OCC)c2cc(Br)ccc21 was read as IDE cell inh 0.5, CHRM4 antagonist -0.6, M5 PAM -8.2, CHRM5 antagonist -8.7, M5 ag -11.8, CHRM4 PAM -4.8, CRFBP-R2 agonist 0.4, CRFBP-R2 block -17.8 and M4 ag 0.0.
O=C(Nc1ccc2[nH]c(=O)[nH]c2c1)C(F)(F)F was read as IDE cell inh 6.3, CHRM4 antagonist -2.7, M5 PAM 11.0, CHRM5 antagonist 5.5, M5 ag 0.2, CHRM4 PAM 6.9, CRFBP-R2 agonist -0.2, CRFBP-R2 block -3.0 and M4 ag 1.2.
`CC(C)[C@H](NC(=O)NC1CCCC1)C(=O)O` gave IDE cell inh -1.4, CHRM4 antagonist 5.3, M5 PAM -2.8, CHRM5 antagonist 5.3, M5 ag -1.2, CHRM4 PAM -2.0, CRFBP-R2 agonist 15.9, CRFBP-R2 block -6.0 and M4 ag 0.9.
`CCOC1=C2[C@@H](CN(S(=O)(=O)c3ccccc3C)[C@H]2c2ccc(Cl)cc2)[C@H]2C(=O)NC(=O)[C@H]2C1` gave CHRM4 antagonist 42.6*, M5 PAM 8.4, CHRM5 antagonist -6.1, M5 ag 2.2, CHRM4 PAM -14.0 and M4 ag 1.7.
Screening Cc1ccc2cc(C#N)c(SCC(=O)NCc3ccco3)nc2c1 returned IDE cell inh 3.1, CHRM4 antagonist -1.6, M5 PAM -8.7, CHRM5 antagonist 7.8, M5 ag -10.5, CHRM4 PAM 1.4, CRFBP-R2 agonist -0.7, CRFBP-R2 block -10.1 and M4 ag 1.1.
`Cc1nc(C)c(-c2csc(Nc3ncccc3C)n2)s1` gave IDE cell inh 5.0, CHRM4 antagonist 3.8, M5 PAM -3.3, CHRM5 antagonist 7.1, M5 ag -6.7, CHRM4 PAM -4.0, CRFBP-R2 agonist -2.5, CRFBP-R2 block 3.8 and M4 ag 0.9.
O=C(Nc1nc2ccc(F)cc2s1)C1=NN(c2ccccc2)C(=O)CC1 was read as IDE cell inh 1.7, CHRM4 antagonist -16.8, M5 PAM 1.3, CHRM5 antagonist -3.3, M5 ag -3.9, CHRM4 PAM 9.9, CRFBP-R2 agonist -1.8, CRFBP-R2 block 5.4 and M4 ag 2.9.
For COC(=O)C1C(=O)C2=C(CC1C)NC(C)=C(C(=O)OC1CCCCC1)C2c1ccc(N(C)C)cc1 (configuration not stated) the results were IDE cell inh -3.4, CHRM4 antagonist -2.7, M5 PAM 0.5, CHRM5 antagonist 3.0, M5 ag -2.1, CHRM4 PAM -0.4, CRFBP-R2 agonist 1.8, CRFBP-R2 block -4.5 and M4 ag 0.4.
`CCC1C(=O)N=C(SCC(=O)Nc2ccccc2)NC1=O` (configuration not stated) gave IDE cell inh -0.5, CHRM4 antagonist -2.9, M5 PAM 7.7, CHRM5 antagonist -7.5, M5 ag 2.7, CHRM4 PAM 9.3, CRFBP-R2 agonist -0.6, CRFBP-R2 block 4.6 and M4 ag 1.1.
`COc1ccc(CNC(=O)c2c([S-])n(-c3ccc(C)cc3)c3cccc[n+]23)cc1` gave IDE cell inh -1.8, CHRM4 antagonist -7.2, M5 PAM -1.4, CHRM5 antagonist -10.6, M5 ag -3.3, CHRM4 PAM 8.1, CRFBP-R2 agonist 1.1, CRFBP-R2 block 16.3 and M4 ag -0.1.
For CCC(C)NC(=O)Cn1cnc2sc(C)c(S(=O)(=O)N3CCN(c4ccccc4OC)CC3)c2c1=O (configuration not stated) the results were IDE cell inh -0.7, CHRM4 antagonist -8.4, M5 PAM -7.1, CHRM5 antagonist 12.4, M5 ag -2.8, CHRM4 PAM 3.9, CRFBP-R2 agonist -0.6, CRFBP-R2 block -7.7 and M4 ag 1.4.
`CCCOc1ccc(-c2c(C(=O)N/N=C/c3ccc(C)cc3)nnn2-c2nonc2N)cc1` gave IDE cell inh 2.7, CHRM4 antagonist -1.7, M5 PAM -10.0, CHRM5 antagonist 13.2, M5 ag -3.3, CHRM4 PAM -1.5, CRFBP-R2 agonist 12.2, CRFBP-R2 block -61.6 and M4 ag -0.4.
O=C(CCC(NC(=O)OCc1ccccc1)C(=O)OCC(=O)N1CCCCC1)OCC(=O)N1CCCCC1 (configuration not stated) was read as IDE cell inh -0.1, CHRM4 antagonist -10.6, M5 PAM -0.6, CHRM5 antagonist -6.2, M5 ag -1.4, CHRM4 PAM 0.5, CRFBP-R2 agonist -0.7, CRFBP-R2 block -6.6 and M4 ag -0.1.
`Cc1ccc2nc(/C(C#N)=C\c3ccc(Oc4ccc(C(F)(F)F)cc4[N+](=O)[O-])cc3)[nH]c2c1` gave IDE cell inh 5.6, CHRM4 antagonist 3.3, M5 PAM -6.3, CHRM5 antagonist 10.7, M5 ag -1.6, CHRM4 PAM -0.7, CRFBP-R2 agonist 7.9, CRFBP-R2 block -44.0 and M4 ag 0.6.
Cc1ccc(CN2CCC(c3nc4ccc(Cl)cc4[nH]3)CC2)cc1 was read as IDE cell inh -4.0, CHRM4 antagonist 1.6, M5 PAM -10.9, CHRM5 antagonist 9.2, M5 ag -5.0, CHRM4 PAM -1.7, CRFBP-R2 agonist 4.9, CRFBP-R2 block -44.3 and M4 ag 6.2.
`O=C(NCCc1c[nH]c2ccccc12)/C(=C\c1cccnc1)NC(=O)c1ccco1` gave IDE cell inh 6.3, CHRM4 antagonist 8.9, M5 PAM 6.9, CHRM5 antagonist -0.9, M5 ag -1.5, CHRM4 PAM 9.6, CRFBP-R2 agonist 5.5, CRFBP-R2 block -1.7 and M4 ag 1.4.
COc1ccc(Cn2c(-c3ccc(OC)cc3)n[nH]c2=S)cc1 was read as IDE cell inh 4.4, CHRM4 antagonist -5.7, M5 PAM -4.4, CHRM5 antagonist 15.6, M5 ag -3.2, CHRM4 PAM 2.1, CRFBP-R2 agonist 1.6, CRFBP-R2 block 2.9 and M4 ag 1.7.
Screening COc1ccc(C(=O)Oc2c(C)occc2=O)cc1OC returned IDE cell inh 2.4, CHRM4 antagonist -2.7, M5 PAM 5.0, CHRM5 antagonist -6.2, M5 ag -1.7, CHRM4 PAM 1.2, CRFBP-R2 agonist 2.9, CRFBP-R2 block -6.4 and M4 ag 0.4.
For COc1ccc(C2NC(C(=O)O)Cc3c2[nH]c2ccccc32)cc1CN1CCN(c2ccc(F)cc2)CC1 (configuration not stated) the results were IDE cell inh -3.3, CHRM4 antagonist -1.6, M5 PAM 12.4, CHRM5 antagonist 1.4, M5 ag -5.2, CHRM4 PAM -4.2, CRFBP-R2 agonist 1.2, CRFBP-R2 block -11.3 and M4 ag 0.6.
`COc1ccc(CCN2C(=O)C3CC(C)=C(C)CC3C2=O)cc1OC` (configuration not stated) gave IDE cell inh -3.1, CHRM4 antagonist -1.0, M5 PAM -7.7, CHRM5 antagonist 8.1, M5 ag -3.3, CHRM4 PAM 3.8, CRFBP-R2 agonist 0.2, CRFBP-R2 block -2.8 and M4 ag 1.9.
Screening Cc1ccc(C(c2nc3ccccc3[nH]2)n2c(-c3ccccc3)nc3ccccc32)cc1 (configuration not stated) returned CHRM4 antagonist -12.3, M5 PAM -9.8, CHRM5 antagonist 3.5, M5 ag -2.9, CHRM4 PAM -1.9 and M4 ag 1.5.
CCCC(=O)NC(NC(=S)Nc1ccc(S(N)(=O)=O)cc1)C(Cl)(Cl)Cl (configuration not stated) was read as IDE cell inh 5.3, CHRM4 antagonist -11.4, M5 PAM 5.4, CHRM5 antagonist 0.1, M5 ag -4.1, CHRM4 PAM 9.6, CRFBP-R2 agonist -0.4, CRFBP-R2 block -21.1 and M4 ag 0.6.

From PubChem
